ABHD5-PLIN5 inh = ABHD5-PLIN5 interaction inhibitors, primary screen, cell lysate, split luciferase complementation, luminescence | Perilipin-5 (Homo sapiens) + 1-acylglycerol-3-phosphate O-acyltransferase ABHD5 (Homo … | Split G. princeps luciferase complementation, 4 h | inhibition, % at 4 µM | actives 0.78% (n = 360,000);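 active = inhibition above the mean inhibition across every tested compound plus 3 SD, cut at about 22% in these data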;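 note: 0% = DMSO only wells and the 100% control is not disclosed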
MC4R barr agon = MC4R agonists recruiting beta-arrestin, primary screen, cell-based, luminescence, agonist arm of biased-ligand search; U2OS MC4R beta-arrestin complementation; percent of melanotan II response, DMSO zero; AID 540308, 2011; actives 0.98% (n = 360,000); activation, % at 8.9 µM;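 active = activation above a per-plate cutoff, the mean activation of sample wells on that plate plus 3 SD, cut at about 8% in these data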
Target sequence (P32245 whole entry, looked up): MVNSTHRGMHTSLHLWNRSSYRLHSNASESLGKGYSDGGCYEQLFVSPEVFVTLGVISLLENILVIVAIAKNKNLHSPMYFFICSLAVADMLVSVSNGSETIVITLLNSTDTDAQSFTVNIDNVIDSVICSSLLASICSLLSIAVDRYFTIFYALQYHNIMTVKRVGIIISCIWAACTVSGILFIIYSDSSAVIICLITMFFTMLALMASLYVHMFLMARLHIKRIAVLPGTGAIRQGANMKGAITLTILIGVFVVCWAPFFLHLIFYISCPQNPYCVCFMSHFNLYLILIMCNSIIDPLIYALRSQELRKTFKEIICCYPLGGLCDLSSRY
ABCB6 inh 2 = ABCB6 transporter inhibitors, primary screen, K562-ABCB6 cells, flow cytometry, MLPCN library | K562-ABCB6 porphyrin accumulation, 1 h; stronger effect = lower value | AID 602162, 2011 | fluorescence ratio to DMSO, % at 10 µM | actives 0.19% (n = 360,000);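 active = fluorescence ratio to DMSO below 75%, the collection mean minus 3 SD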;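 note: signal is porphyrin accumulated inside mitochondria; 100% equals median channel fluorescence of DMSO control wells; lower ratio means ABCB6 inhibition with less porphyrin fluorescence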
Cardio protect = cardioprotection against H2O2-induced cell death, primary screen, uHTS, H9c2 cells, ATPLite luminescence; protection from H2O2 cell death, % at 20 µM; actives 0.63% (n = 360,000); AID 588492, 2011; H9c2 cardiomyocytes, H2O2 injury protection, 2 h;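 active = compounds giving at least 50% protection of heart cells from peroxide-induced death in the single-dose screen, raw or plate-pattern-corrected value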;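 note: 0% = DMSO wells with peroxide and 100% = DMSO wells without peroxide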
TLR9-MyD88 block = inhibitors of TLR9-MyD88 association in cells, primary screen, cell-based, CHO, BLA complementation, fluorescence; CCF4 FRET ratio; inhibition, % at 4.98 µM; actives 0.21% (n = 340,000); AID 504734, 2011;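 active = inhibition above the mean over all tested compounds plus 3 SD, cut at about 21% in these data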;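 note: 0% = DMSO only wells and 100% = clavulanate BLA inhibitor control wells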
SRC2 inh = inhibition of GAL4-SRC2 driven luciferase reporter, primary screen, SRC2 inhibitor project, cell-based, luminescence | Nuclear receptor coactivator 2 (Homo sapiens), Q15596 | HEK293 GAL4-SRC2 luciferase reporter | inhibition, % at 9 µM | actives 0.17% (n = 370,000);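 active = inhibition above the mean inhibition of all tested compounds plus 3 SD, set per campaign, cut at about 52% in these data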;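 note: 0% = DMSO treated cells and 100% = cells given Gossypol at 36 µM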
N-glyco inh = increase of ERlucT glycosylation luciferase signal, primary screen, N-linked glycosylation inhibitor project, D54 ERlucT cells, luminescence, set 2 | D54 ERlucT glycosylation luciferase reporter, 24 h; percent of 100 nM tunicamycin response | reporter increase, % at 12.5 µM | actives 0.23% (n = 360,000) | AID 588692, 2011;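 active = mean luciferase reporter signal, scaled so untreated is 0 and the glycosylation-blocking control 100, at or above a set limit in every replicate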;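 note: luciferase carries N-glycosylation sites so blocking glycosylation raises the light; 0% = median of neutral control wells and 100% = median of 100 nM tunicamycin wells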
MC4R antag cAMP = MC4R antagonists of cAMP signaling, primary screen, cell-based, TR-FRET, antagonist arm of biased-ligand search. Melanocortin receptor 4 (Homo sapiens), P32245. MC4R-expressing cells, MTII-stimulated cAMP, LANCE TR-FRET. inhibition, % at 6.5 µM. actives 0.48% (n = 360,000). AID 540295, 2011;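 active = inhibition above its plate's cutoff, the mean of tested wells on that plate plus 3 SD, cut at about 29% in these data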;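 note: 0% = Melanotan II alone and 100% = Melanotan II plus saturating MCL0020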
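Assay system: U2OS cells stably expressing human melanocortin 4 receptor (MC4R) / Dosing: 6.5 µM / Timing: compound 30 min, challenge 1 h, detection 1 h / Measured by: Eu-cAMP/anti-cAMP TR-FRET, emission 671 nm / Replicates: singlicate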
NOD2-RIPK2 inh = NOD2-RIPK2 binding disruptors in cells, primary screen, fluorescence, CHO cells, BLA complementation. CCF4 ratio. inhibition, % at 4.98 µM. actives 0.38% (n = 360,000). AID 624267, 2012; in the data active = inhibition above about 21%;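 note: 0% = vehicle only and 100% = reference blocker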
HTR2A ag = mouse Htr2a agonists via beta-arrestin recruitment, primary screen, cell-based, luminescence | 5-hydroxytryptamine receptor 2A (Mus musculus), P35363 | CHO-K1 mHTR2A beta-arrestin complementation; percent of 30 µM serotonin response | activation, % at 7.6 µM | actives 0.66% (n = 360,000) | AID 624169, 2012;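 active = activation above a run cutoff, the mean activation of all tested compounds plus 3 SD, cut at about 14% in these data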;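 note: 0% = plate median of compound wells and 100% = 30 µM serotonin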
Target sequence (P35363 whole entry, looked up): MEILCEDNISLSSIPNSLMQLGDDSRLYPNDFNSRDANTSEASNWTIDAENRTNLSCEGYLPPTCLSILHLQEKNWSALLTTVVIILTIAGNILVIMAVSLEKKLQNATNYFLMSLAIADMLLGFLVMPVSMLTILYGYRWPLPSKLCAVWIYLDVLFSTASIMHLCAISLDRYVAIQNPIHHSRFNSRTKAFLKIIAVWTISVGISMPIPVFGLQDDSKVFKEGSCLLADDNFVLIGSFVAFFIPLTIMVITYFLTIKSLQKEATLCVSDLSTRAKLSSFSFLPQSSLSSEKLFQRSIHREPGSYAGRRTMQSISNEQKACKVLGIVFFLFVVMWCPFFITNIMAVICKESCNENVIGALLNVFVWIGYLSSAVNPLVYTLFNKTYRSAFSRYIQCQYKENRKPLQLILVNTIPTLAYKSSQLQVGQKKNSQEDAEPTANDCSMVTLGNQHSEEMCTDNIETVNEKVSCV
* marks the source's active call; other numbers are inactive results; . = not tested or not shown; + = active, no number. Some of the compounds tested. The share of hits here may be higher or lower than overall.

A first look, 4 compounds:
item	SMILES	ABHD5-PLIN5 inh	MC4R barr agon	ABCB6 inh 2	Cardio protect	TLR9-MyD88 block	SRC2 inh	N-glyco inh	MC4R antag cAMP	NOD2-RIPK2 inh	HTR2A ag
1	NS(=O)(=O)c1ccc(CCNC(=O)COC(=O)CC(c2ccccc2)c2ccccc2)cc1	-2	-1.0	95	-4	.	-42	-3	-1	0	6
2	Cc1ccc(NC(=S)NNc2ncc(C(F)(F)F)cc2Cl)cc1	-3	-1.9	94	-6	-7	16	-3	6	-5	-12
3	CCCCCC(=O)N=Nc1c(O)[nH]c2ccc([N+](=O)[O-])cc12	4	0.4	89	-10	23*	8	-2	-12	+	5
4	COc1cccc(-c2nc(OC(C)C)c3ccccc3n2)c1	-5	-0.7	89	-9	1	-1	0	-2	-12	-3

The whole of this part, from the first entry:
item	SMILES	ABHD5-PLIN5 inh	MC4R barr agon	ABCB6 inh 2	Cardio protect	TLR9-MyD88 block	SRC2 inh	N-glyco inh	MC4R antag cAMP	NOD2-RIPK2 inh	HTR2A ag
1	NS(=O)(=O)c1ccc(CCNC(=O)COC(=O)CC(c2ccccc2)c2ccccc2)cc1	-2	-1.0	95	-4	.	-42	-3	-1	0	6
2	Cc1ccc(NC(=S)NNc2ncc(C(F)(F)F)cc2Cl)cc1	-3	-1.9	94	-6	-7	16	-3	6	-5	-12
3	CCCCCC(=O)N=Nc1c(O)[nH]c2ccc([N+](=O)[O-])cc12	4	0.4	89	-10	23*	8	-2	-12	+	5
4	COc1cccc(-c2nc(OC(C)C)c3ccccc3n2)c1	-5	-0.7	89	-9	1	-1	0	-2	-12	-3
5	CCN(CC)C(=O)c1[nH]cnc1C(=O)N[C@@H](Cc1ccccc1)C(=O)OC(C)(C)C	-5	-0.5	81	-1	2	-15	-5	1	3	5
6	COC(=O)[C@]1(C)N[C@H](CN(C)C(=O)Nc2ccc(OC)cc2)[C@@H]2C(=O)N(C)C(=O)[C@@H]21	-3	1.3	114	3	-3	-15	0	-1	1	0
7	Cc1cccc(OCC(=O)N2CCC(c3ccccc3)C2)c1 (centres undefined)	-3	-1.3	96	1	-3	-60	5	-2	-4	-8
8	COC(=O)c1ccc(NC(=O)c2cccnc2)cc1	-10	0.4	101	-6	-8	-14	0	-7	2	6

item	SMILES	ABHD5-PLIN5 inh	MC4R barr agon	ABCB6 inh 2	Cardio protect	TLR9-MyD88 block	SRC2 inh	N-glyco inh	MC4R antag cAMP	NOD2-RIPK2 inh	HTR2A ag
9	O=C(Nc1ccccc1)C1CCCCN1S(=O)(=O)c1ccccc1 (centres undefined)	3	-0.4	94	10	10	12	1	8	5	1
10	Nc1ccc2c(c1)C(O)c1cccc(C(=O)O)c1-2 (centres undefined)	-2	-2.3	95	-1	1	-7	2	2	-2	0
11	COc1cc(OC)cc(-c2nc3nc(C)c(CCC(=O)NCC(OC)OC)c(C)n3n2)c1	-3	-1.8	100	2	9	-36	1	-5	2	3
12	Cc1ccc(S(=O)(=O)NCC(=O)OCC(=O)NCc2ccc3c(c2)OCO3)cc1	-3	-3.1	93	-9	4	-11	1	28	-2	0
13	CC(C)NCC(O)c1ccc2ccccc2c1 (centres undefined)	-6	0.1	97	-1	2	-7	-1	14	0	-1
14	CC(C)(C)OC(=O)C[C@H]1C/C=C\C[C@@H](CC(=O)N[C@@H](CO)Cc2ccccc2)C(=O)NCCOC1=O	-6	0.2	96	0	-4	-19	2	8	-1	7
15	Cc1ccc(CNC(=O)COC(=O)CCCOc2ccc(Cl)cc2Cl)cc1	4	3.0	94	2	-1	19	0	4	-7	0
16	CCOC(=O)Cc1cn(C(=O)OC(C)(C)C)c2ccccc12	-9	2.0	106	-7	-9	-13	-1	6	-7	0

Copied from the list.
For MC4R barr agon, no. 10 shows -2.3
For Cardio protect, no. 16 shows -7

(list continues)
item	SMILES	ABHD5-PLIN5 inh	MC4R barr agon	ABCB6 inh 2	Cardio protect	TLR9-MyD88 block	SRC2 inh	N-glyco inh	MC4R antag cAMP	NOD2-RIPK2 inh	HTR2A ag
17	Cc1cc(NC(=O)CSc2nc3ccccc3cc2C#N)no1	8	-0.4	96	-4	-4	-21	0	51*	-7	6
18	CC(=O)Nc1cccc(C(=O)Nc2nc(C)cs2)c1	-6	0.1	99	-8	-6	-1	0	23	-13	1
19	CCN(CC)c1ccc(C=NN2CCCCCC2)cc1	1	-0.6	104	-11	8	-20	1	-2	-8	-7
20	O=C1CCC(=O)N1c1ccc(CSc2nc3ccccc3[nH]2)cc1	0	-0.8	92	-1	0	-39	-1	7	-3	5
21	O=C(Cn1cc([N+](=O)[O-])cn1)Nc1ccccn1	4	-2.3	99	-2	8	11	1	3	-5	6
22	N#Cc1cccc(-c2csc(C(O)c3ccc(F)cc3)n2)c1 (centres undefined)	0	-0.7	103	-1	.	-1	0	3	4	-2
23	c1ccc(CN2CCCC3(CCCN(Cc4nc(CC5CC5)no4)C3)C2)cc1 (centres undefined)	-2	-1.5	95	4	-4	8	-1	-2	0	-1
24	COc1ccc(C)cc1NC(=O)Nc1ccc(Br)cn1	0	0.5	100	-7	3	-22	2	-1	0	-2

item	SMILES	ABHD5-PLIN5 inh	MC4R barr agon	ABCB6 inh 2	Cardio protect	TLR9-MyD88 block	SRC2 inh	N-glyco inh	MC4R antag cAMP	NOD2-RIPK2 inh	HTR2A ag
25	CC1C(=O)C(C)C(c2cccc(Br)c2)NC1c1cccc(Br)c1 (centres undefined)	-5	-0.5	99	-8	-5	-19	-6	11	-1	2
26	O=C(O)c1ccccc1Nc1ccccc1C(=O)O	-3	0.1	87	4	-8	19	1	2	-5	-2
27	CC(=O)Nc1ccc(OCCOc2ccc(NC(C)=O)cc2)cc1	-3	1.2	101	2	-2	-23	0	19	-8	1
28	Nc1cccc(-c2cncc(N3CCN(Cc4ccccn4)CC3)n2)c1	2	-1.0	94	23	.	-27	10	-1	-5	-1
29	O=C(O)c1cccc(S(=O)(=O)N(Cc2ccccc2)c2ccccc2Cl)c1	-2	0.3	93	6	-6	-1	2	18	3	-4
30	Cc1ccc(Nc2cc(C)nc(N3CCOCC3)n2)cc1	-1	-0.3	86	3	1	-22	-5	8	4	-2
31	Cn1c(N)c(C(=O)COC(=O)c2ccccc2C(=O)c2ccc(Cl)cc2)c(=O)n(C)c1=O	7	-0.6	100	13	-3	-26	3	7	2	-2
32	COc1ccccc1NS(=O)(=O)c1ccc(C)c(C(=O)NC2CCN(Cc3ccccc3)CC2)c1	-2	-3.7	99	-4	4	44	-3	7	-21	-11

item	SMILES	ABHD5-PLIN5 inh	MC4R barr agon	ABCB6 inh 2	Cardio protect	TLR9-MyD88 block	SRC2 inh	N-glyco inh	MC4R antag cAMP	NOD2-RIPK2 inh	HTR2A ag
33	O=C(OCC(=O)N1c2ccccc2Sc2ccccc21)c1cccnc1	-4	-0.7	102	-1	-1	-9	1	1	12	1
34	CCN(CC)C(=O)Cn1nc(-c2ccncc2)nc1SCC(=O)Nc1ccc(OC)cc1	2	1.1	99	-5	-1	12	3	-4	-12	6
35	Cc1ccc(S(=O)(=O)N(CC(=O)Nc2ccccc2-c2ccccc2)c2ccc(C)cc2C)cc1	-5	1.3	94	-2	2	12	-6	-1	-4	0
36	Cn1ccc(CC(=O)N2CCC(N3CCC(C(=O)N4CCCC4)CC3)CC2)c1	3	-0.1	99	2	2	4	1	15	-2	-2
37	COc1ccc(CNC(=O)C[C@H]2C(=O)N(Cc3ccc(OC)cc3)C[C@@H]2Cc2ccccc2)cc1	3	0.2	92	4	-5	-9	-3	5	9	1
38	Cc1ccc(NC(=O)COC(=O)CNC(=O)C2CCCCC2)cc1S(=O)(=O)N(C)C	-4	-1.2	100	4	10	-2	4	0	-1	-2
39	COc1ccccc1CNS(=O)(=O)N(C)C	-8	-3.3	102	8	-4	17	1	6	6	-1
40	O=C(CN1C(=O)C2CC=CCC2C1=O)Nc1nnc(SCc2c(Cl)cccc2Cl)s1 (centres undefined)	-2	2.0	105	4	-3	7	1	3	1	3

item	SMILES	ABHD5-PLIN5 inh	MC4R barr agon	ABCB6 inh 2	Cardio protect	TLR9-MyD88 block	SRC2 inh	N-glyco inh	MC4R antag cAMP	NOD2-RIPK2 inh	HTR2A ag
41	COCCN(C)C(=O)CCc1nnc(Cc2ccc(-c3ccccc3)cc2)o1	7	2.2	95	0	0	-26	3	-4	1	-5
42	CC1CCN(C(=O)CCc2ccc(Oc3cc([N+](=O)[O-])cc([N+](=O)[O-])c3)cc2)CC1	0	-2.3	97	-10	-2	-4	-2	-1	-4	0
43	Cc1cc(N2CCOCC2)ccc1/C=C1/SC(=O)NC1=O	10	4.1	98	-6	4	-49	-1	-13	-1	5
44	COc1ccc(NC(=O)CCC(=O)Nc2cc(OC)c(NC(=O)c3cccs3)cc2OC)cc1	6	0.8	93	22	1	9	-1	2	2	-4
45	CCN(Cc1ccc(OC)c(F)c1)C(=O)CCl	-3	-1.0	98	-12	-9	40	2	10	-7	-2
46	CCOC(=O)Cc1csc(NC(=O)Nc2ccc(OC(F)(F)F)cc2)n1	-13	3.6	96	-16	2	-11	-1	-6	-11	5

Whole records from above:
`COc1ccc(NC(=O)CCC(=O)Nc2cc(OC)c(NC(=O)c3cccs3)cc2OC)cc1` as listed: ABHD5-PLIN5 inh = 6; MC4R barr agon = 0.8; ABCB6 inh 2 = 93; Cardio protect = 22; TLR9-MyD88 block = 1; SRC2 inh = 9; N-glyco inh = -1; MC4R antag cAMP = 2; NOD2-RIPK2 inh = 2; HTR2A ag = -4
`Cc1cc(N2CCOCC2)ccc1/C=C1/SC(=O)NC1=O` as listed: ABHD5-PLIN5 inh = 10; MC4R barr agon = 4.1; ABCB6 inh 2 = 98; Cardio protect = -6; TLR9-MyD88 block = 4; SRC2 inh = -49; N-glyco inh = -1; MC4R antag cAMP = -13; NOD2-RIPK2 inh = -1; HTR2A ag = 5

Screen by screen, quoted from above.
Nos. 41–45 in HTR2A ag, in turn: -5, 0, 5, -4, -2
Nos. 41–45 in N-glyco inh, in turn: 3, -2, -1, -1, 2
